T cell modulator – T cell immune modulation candidate; hit rate 0.068% among 330,000; calls only at 7 µM; AID 2052; 2C CD8+ T cell-vesicle binding, flow cytometry; hits give low values;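 active means response, share of CD8 T cells binding vesicles, and their 90th percentile fluorescence all below set limits, cut at about 80% in these data, passing the limit was not always enough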
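Read-out – percent CD8+ FL2 mean versus row control · System – murine 2C transgenic CD8+ T lymphocytes · Times – 1.5 h cell–vesicle binding at 37 °C, then 20 min icy labelling · Control set – naked vesicles low, QL9 vesicles with vehicle high · Detection – cytometric PE anti-B7-1 and Alexa647 anti-CD8 signals after 1% paraformaldehyde fixation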
T cell modulator vesicle-bound % – also measured in T cell modulator; calls as there; double positive events, %; measured here: CD8+ vesicle-bound cell fraction;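 binding gate set so that unloaded-vesicle control wells show 10% double positive cells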
Active calls of the source: *; i = inactive.

item	Structure	T cell modulator	T cell modulator vesicle-bound %
1	CCn1cc(CCC(=O)NCc2ccccc2OC)c2ccccc21	i	53.2
2	CCn1nc(NS(=O)(=O)c2ccc([N+](=O)[O-])cc2)c2cc3cccc(C)c3nc21	i	41.1
3	CCN1C(N(C)CCc2cccs2)=N[C@@H](c2ccccc2)C(C(=O)OC)=C1C	i	12.1
4	COc1cccc(/C=C/C(=O)OCC(=O)c2ccc(C)c(C)c2)c1OC	i	39.9
5	O=C(Nc1nccs1)c1ccc([N+](=O)[O-])cc1Cl	i	33.4
6	Cc1cccc(C)c1NC(=O)CNC(=O)c1ccccc1OCc1ccccc1	i	42.5
7	Cc1ccc(OCCOC(=O)c2c(-c3ccccc3)noc2C)cc1	i	26.7
8	COc1ccccc1-c1sc2ccccc2c1C#Cc1ccc(N(C)C)cc1	i	18.9
9	Cc1nc2scc(C)n2c(=O)c1S(=O)(=O)N1CCN(c2ccccn2)CC1	i	7.4
10	Cc1ccc(CNC(=O)C2(S(=O)(=O)c3ccccc3)CC=CC2)cc1	i	13.2
11	Nc1nonc1-n1nnc(C(=O)N/N=C/c2ccoc2)c1CSc1ccc(Cl)cc1	i	34.0
12	Cc1cccc(N/C=C/C(=O)c2ccc(Cl)cc2)c1	i	15.7
13	CC(C)c1ccc(NC2CCCN(C(=O)c3cccs3)C2)cc1 (stereo unspecified)	i	17.1
14	COc1ccc(C(=O)N2CCC(C(=O)O)CC2)c2ccccc12	i	30.9
15	CCOc1ccc(N(CC(=O)NCCSCc2ccccc2)S(C)(=O)=O)cc1	i	47.2
16	COc1ccc(CCNC(=O)CSc2nc3sc(C(=O)O)c(C)c3c(=O)[nH]2)cc1OC	i	6.5
17	CC(C)NC(=O)c1cccc2c1-c1ccccc1C2=O	i	8.4
18	O=C(Nc1cccc(F)c1)c1cccc2c1C(=O)N(C1CCCCC1)C2	i	18.2
19	COC(=O)[C@]1(C)N[C@H](CN(C)C(=O)c2ccc(C)cc2)[C@@H]2C(=O)N(Cc3ccccc3)C(=O)[C@@H]21	i	6.6
20	CCN1CCN(c2nc(Nc3cccc(OC)c3)nc(N)c2[N+](=O)[O-])CC1	i	46.2

Further results.
item	Structure	T cell modulator	T cell modulator vesicle-bound %
21	O=C1CC(c2ccc3c(c2)OCCO3)Oc2ccccc21 (stereo unspecified)	i	21.9
22	COc1ccc(NC(=O)C2CCN(S(=O)(=O)c3cn(C)nc3C)CC2)cc1	i	11.0
23	COCCN1CCN(C(=O)c2ccc3nc(Cc4ccccc4F)oc3c2)CC1	i	59.0
24	Cc1ccc(N2CC(C(=O)Nc3ccc4c(c3)OCCO4)CC2=O)cc1C (stereo unspecified)	i	64.1
25	COc1ccc(CCN2C(=O)CSC2c2ccc(F)cc2)cc1 (stereo unspecified)	i	15.7
26	CC(=O)c1cccc(NS(=O)(=O)c2csc(C(N)=O)c2)c1	i	17.8
27	COCCCNC(=O)Cn1ccc(NC(=O)OCc2ccccc2)nc1=O	i	44.0
28	O=C(COc1c(F)c(F)cc(F)c1F)NNC(=O)CC1CCS(=O)(=O)C1 (stereo unspecified)	i	14.0
29	Cc1ccc(S(=O)(=O)N2CCOCC2)cc1NCC(=O)Nc1ccc(OC(F)(F)F)cc1	i	43.0
30	c1ccc(Cn2nnc3ccccc32)cc1	i	52.9
31	CCOC(=O)c1c(C)[nH]c(C(=O)OCC(=O)NC2(C#N)CCCCC2)c1C	i	39.2
32	CCN1CCN(c2ccc(S(=O)(=O)N3CCCCC3)cc2N)CC1	i	32.8
33	O=C(OCC(=O)N1CCN(c2ccccc2)CC1)c1ncc(Cl)c(Cl)c1Cl	i	39.2
34	Cc1nc2c3ccccc3nc(NNC(=O)CCC(=O)NCCN3CCN(c4ccccc4)CC3)n2n1	i	17.3
35	CC(C)(C)CNC(=O)c1ccc2c(c1)S(=O)(=O)c1cc(Cl)ccc1C2=O	i	33.9
36	CCOc1ccc(S(=O)(=O)N(CC)CC(=O)NCc2ccncc2)cc1C	i	31.3
37	CC(C)c1cc(C(=O)N/N=C/C(Br)=C/c2ccccc2)n[nH]1	i	2.2
38	COc1ccc(CCNC(=O)C2=CCN(S(=O)(=O)c3ccc(F)cc3)CC2)cc1OC	i	5.9
39	C=CCNC(=O)CN1CCC(c2nc3cc(C)c(C)cc3[nH]2)CC1	i	24.1
40	COc1ccccc1CNC(=O)c1cccnc1	i	59.7

Next results
item	Structure	T cell modulator	T cell modulator vesicle-bound %
41	COc1cc(OC)c(/C=C2\SC(=O)N(CC(=O)Nc3ccccc3F)C2=O)c(OC)c1	i	65.9
42	COc1ccccc1N(CC(=O)NCCSCc1ccccc1)S(=O)(=O)c1ccc(C)cc1	i	18.5
43	O=S(=O)(Nc1ncccn1)c1ccc(NC(=S)Nc2ccccc2)cc1	i	12.4
44	Cc1cc(NC(=O)COC(=O)c2ccccc2O)no1	i	55.7
45	O=C(Nc1ccccc1)c1nc[nH]c1C(=O)NCCCNC(=O)c1[nH]cnc1C(=O)Nc1ccccc1	i	28.5
46	Cc1ccccc1C(=O)Nc1ccc2c(c1)OCCO2	i	45.6
47	CCCn1c(=O)c(C(=O)NCCc2ccccc2)c(O)c2ccccc21	i	55.6
48	O=C(O)c1ccc(S(=O)(=O)c2ccc([N+](=O)[O-])cc2[N+](=O)[O-])cc1	i	38.9
49	Cc1cccc(C)c1NC(=O)COC(=O)C1CC1	i	8.0
50	CC(OC(=O)/C=C/c1cccc(Cl)c1)C(=O)NC1CCCCC1C (stereo unspecified)	i	29.9
51	CCCCN(C(=O)c1cccc(-n2cccc2)c1)c1c(N)n(CCCC)c(=O)[nH]c1=O	i	13.8
52	CN(CC(=O)Nc1cccc(F)c1)C(=O)c1ccc(-c2cccc(C(F)(F)F)c2)o1	i	20.9
53	CC1CCCC(NC(=O)C2CCN(S(=O)(=O)c3cnc[nH]3)CC2)C1C (stereo unspecified)	i	38.1
54	Cc1ccc2nc(-c3ccccc3)oc(=O)c2c1	i	57.5
55	CCn1cc(C(=O)NCCC(C)C)c(=O)c2cc(S(=O)(=O)N3CCCCC3)ccc21	i	12.6
56	CC(NC(=O)CNC(=O)c1ccc2c(c1)OCO2)c1ccc(S(N)(=O)=O)cc1 (stereo unspecified)	i	35.1
57	CC(C)C(NC(=O)C1CCCCC1)C(=O)NC1CCCC(C)C1C (stereo unspecified)	i	26.8
58	COc1ccc(/C(C)=N\NC(=O)c2ccc(-c3ccccc3)cc2)c(F)c1	i	55.4
59	CC(C)(C)OC(=O)N1CCN(C(=O)c2[nH]cnc2C(=O)Nc2nccs2)CC1	i	33.9
60	O=C1C(=O)N(CCS(=O)(=O)c2ccccc2)c2ccccc21	i	11.9

(more compounds)
item	Structure	T cell modulator	T cell modulator vesicle-bound %
61	CN(C(=O)CSc1ccc(S(=O)(=O)N2CCCCC2)cn1)c1ccccc1	i	32.1
62	COC(=O)c1ccc(C(=O)OC)c(NC(=O)COC(=O)CCOc2ccc(C)cc2)c1	i	21.5
63	O=C(NCCCN1CCOCC1)c1ccc2c(=O)n(Cc3ccc(Cl)cc3)c(=S)[nH]c2c1	i	9.5
64	CCCOc1cccc(C(=O)NCCCNC(=O)c2ccccn2)c1	i	10.1
65	O=C(N/N=C/C(Br)=C/c1ccccc1)c1ccc([N+](=O)[O-])cc1	i	16.2
66	Cc1cc(C)c2[nH]c(O)c(N=Nc3ccc(C(=O)O)cc3)c2c1	i	24.0
67	CC(C)(Oc1ccc(Br)cc1Cl)C(=O)Nc1ccon1	i	5.9
68	CCCc1cc(C(=O)Nc2ccc(F)c(Cl)c2)no1	i	25.6
69	CC(C)(C)OC(=O)C[C@H]1C/C=C\C[C@H](CC(=O)N[C@H](CO)Cc2ccccc2)C(=O)N2CCC[C@@H]2COC1=O	i	4.7
70	Cc1cccc(C)c1NC(=O)CSc1nnc(NC(=O)C2CC2)s1	i	24.3
71	Cc1cc(=O)[nH]c(N/N=C/c2ccc(-c3ccc([N+](=O)[O-])cc3)o2)n1	i	24.4
72	COc1ccc(-c2nnc(SCC(=O)O)n2Cc2ccccc2)cc1	i	59.8
73	CC1=C(C(=O)OCc2ccccc2)C(c2cccc(F)c2)NC(=O)N1 (stereo unspecified)	i	53.9
74	Cc1c(S(=O)(=O)N2CCCC(C)C2)c(=O)n(C)c(=O)n1C (stereo unspecified)	i	48.8
75	CCN1C(=NCCCCO)N[C@@H](c2cccc(F)c2)C(C(=O)OC)=C1C	i	32.9
76	CCOc1ccc(CCNC(=O)CCS(=O)(=O)c2ccc(Cl)cc2)cc1OCC	i	63.6
77	COc1ccc(S(=O)(=O)N(C)C)cc1NC(=O)CCNC(=O)c1ccco1	i	34.9
78	COc1ccc(C(O)Cc2nccn2C)cc1 (stereo unspecified)	i	7.8
79	COc1cccc(C(=O)Nc2ccc(NC(=O)C3CCCCC3C(=O)O)cc2)c1 (stereo unspecified)	i	30.6
80	CCn1cc(C(=O)N(C)CC(OC)OC)c(=O)c2cc(S(=O)(=O)N3CCOCC3)ccc21	i	18.7

Whole records from above.
`Cc1c(S(=O)(=O)N2CCCC(C)C2)c(=O)n(C)c(=O)n1C` (stereo unspecified) across the screens: T cell modulator: i; T cell modulator vesicle-bound %: 48.8
`CC(C)(C)OC(=O)C[C@H]1C/C=C\C[C@H](CC(=O)N[C@H](CO)Cc2ccccc2)C(=O)N2CCC[C@@H]2COC1=O` across the screens: T cell modulator: i; T cell modulator vesicle-bound %: 4.7

Later entries
item	Structure	T cell modulator	T cell modulator vesicle-bound %
81	CCOC(=O)C1=C(C)NC(C)=C(C(=O)OCC)C1C(=O)OCC(=O)N1CCCCC1C (stereo unspecified)	i	28.6
82	COc1ccc(C(=O)Oc2cc(C)[nH]c(=O)c2[N+](=O)[O-])c(OC)c1	i	45.1
83	O=C(COC(=O)c1ccc(S(=O)(=O)NCc2ccco2)cc1)NCc1ccc(F)cc1	i	42.6
84	CCOc1ccc(S(=O)(=O)N2CCCCC2)cc1NC(=O)CN1C(=O)NC(C)(c2ccccc2)C1=O (stereo unspecified)	i	57.4
85	CN(C1(C)CCS(=O)(=O)C1)S(=O)(=O)c1cccc([N+](=O)[O-])c1 (stereo unspecified)	i	58.3
86	c1ccc(Cc2ccc(OCCN3CCOCC3)cc2)cc1	i	30.3
87	O=C(CSc1ncccn1)Nc1ccc(Cl)c(S(=O)(=O)N2CCOCC2)c1	i	34.7
88	Cc1ccc(N(CC(=O)NCC2CCCO2)S(=O)(=O)c2ccc(Cl)cc2)cc1C (stereo unspecified)	i	4.7
89	Cn1cnc2cc(NC(=O)COc3ccccc3)ccc21	i	42.6
90	Cc1ccccc1CCN1CCCC(CN(C)C(=O)C(=O)c2ccco2)C1 (stereo unspecified)	i	6.4
91	Cc1ccnn1-c1ccc(C(=O)NCc2ccccc2CN2CCOCC2)cc1	i	31.9
92	Cc1cc(=O)[nH]c2ccc(S(=O)(=O)N3CCOCC3)cc12	i	4.2
93	CCOc1ccccc1NC(=O)NC1CCCCCCC1	i	10.7
94	COc1ccccc1CC(=O)Nc1cccc2ccccc12	i	48.6
95	O=C(NC(=S)N1CCCC1)c1ccccc1F	i	49.3
96	COc1ccc(OC)c(/C=N/NC2=NS(=O)(=O)c3ccccc32)c1	i	18.6
97	COc1ccc(CN2CCC(Oc3ccc(C(=O)N4CCCCC4)cc3)CC2)cc1C	i	3.2
98	Cc1ccc(C2=C(O)c3ccccc3C(=O)C2=O)cc1	i	56.8
99	COC(=O)CN1C(=O)[C@H]2[C@@H](C3CC3)N3C(=O)CN(CCO)C(=O)[C@@]3(Cc3ccccc3)[C@H]2C1=O	i	40.5
100	CC(C)N1CCc2c(sc(NC(=O)CCS(=O)(=O)c3ccccc3)c2C(N)=O)C1	i	35.1

(listing goes on)
item	Structure	T cell modulator	T cell modulator vesicle-bound %
101	CCCc1cc(C(=O)N2CCCC(CO)(CCCc3ccccc3)C2)n(C)n1 (stereo unspecified)	i	65.8
102	COc1ccccc1C(=O)NCC(=O)NC(C)CCc1ccccc1 (stereo unspecified)	i	61.8
103	Cn1c(=O)c2c(nc3n2CC(O)CN3c2ccc(O)cc2)n(C)c1=O (stereo unspecified)	i	42.4
104	Cc1ccc(C23CC4CC(CC(C(=O)NC(C)C(N)=O)(C4)C2)C3)cc1 (stereo unspecified)	i	13.8
105	COc1cccc(C(=O)NCCNC(=O)c2ccccn2)c1	i	18.1
106	CC(=O)c1ccc(N2CCN(CC(O)COC(c3ccccc3)c3ccccc3C)CC2)cc1 (stereo unspecified)	i	30.1
107	CC(O)[C@H]1CC[C@H]2[C@@H]3CC[C@H]4C[C@@H](O)CC[C@]4(C)[C@H]3C(=O)C[C@]12C (stereo partly specified)	i	15.4
108	COc1nc(N(C)C)nc(N(C)c2cc(Cl)cc(Cl)c2)n1	i	56.5
109	COc1cccc(CNC(=O)C2CCC(=O)N(CC3CCCCC3)C2)c1OC (stereo unspecified)	i	5.7
110	Fc1ccc(N2CCN(C3CCC(c4ccccc4)CC3)CC2)cc1 (stereo unspecified)	i	64.9
111	COc1ccc(CCNC(=O)c2cc(=O)c3cc(C)ccc3o2)cc1OC	i	54.7
112	CC(C)c1ccc(N(CC(=O)NC2CCCC2)C(=O)CCC(=O)Nc2nccs2)cc1	i	15.8
113	CN(C)S(=O)(=O)c1cccc(NC(=O)CCCC2CCCCC2)c1	i	21.0
114	CC1CCCCC12NC(=O)N(CC(=O)NCCc1ccccc1)C2=O (stereo unspecified)	i	28.7
115	COc1ccc2oc(C(=O)NCCc3ccccc3)c(C)c2c1	i	53.7
116	O=C(O)CCC(=O)N1CCN(Cc2ccc3c(c2)OCO3)CC1	i	51.4
117	Cn1cc(S(=O)(=O)N2CCOCC2)cc1C(=O)NCCc1ccccc1	i	31.0
118	Cc1ccc(/C=N/NC(=O)c2ccc(N(C)S(=O)(=O)c3ccccc3)cc2)cc1	i	33.3
119	COc1ccc(NC(=O)c2cccc3c2C(=O)N(C2CCCCC2)C3)cc1	i	44.6

A portion of the library; rates above refer to the full screens.
